Assay outcomes: PubChem BioAssay, Johns Hopkins Ion Channel Center
TRPC4 inh = inhibitors of mouse TRPC4 channel; Q9QUQ5; HEK293 TRPC4beta/mu-opioid, DAMGO-evoked Fluo4 calcium flux; active compounds read low; B-score at 10 µM; 300,000 tested, 0.39% active;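 active = B-score over 3 SD under the library average, no early fluorescence shift, positive overall ratio signal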
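Assay system: TRPC4beta/mu-opioid receptor HEK293 cell line; compound dosing: single concentration per test compound; detection: Fluo4 Ca2+ flux fluorescence; evaluation: per-well B score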
TRPC6 inhibitor = mouse TRPC6 channel inhibition; Q61143; HEK293-TRPC6, membrane potential dye, ACh-evoked depolarization; active compounds read low; B-score at 10 µM; 310,000 tested, 1.1% active; AID 2553;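 active = B-score under library mean minus 3 SD, initial fluorescence not abnormally high, positive integrated signal ratio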;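 note: B-score derived from integrated fluorescence ratio over the kinetic read; more negative B-score means stronger inhibition of depolarization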
TRPC6 act = activates the mouse TRPC6 cation channel; B-score at 10 µM; Q61143; HEK293-TRPC6 membrane potential dye fluorescence; active compounds read high; 310,000 tested, 0.13% active; AID 2550;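 active = B-score of the integrated fluorescence ratio above library mean plus 3 SD, and starting fluorescence ratio within library mean plus 5 SD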;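 note: higher score means more depolarization so channel activation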
ANO1 activ = activators or potentiators of mouse TMEM16A chloride channel | B-score at 10 µM | AID 623877 | 340,000 tested, 0.3% active | HEK293 TMEM16A/YFP-H148Q/I152L, iodide quench fluorescence; active compounds read low | Q8BHY3;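 active = fluorescence-ratio B-score plate-corrected deviation score at least 3 library SD below zero, with starting fluorescence score within 5 deviations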;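 note: channel opened by trigger with iodide after compound preincubation; score built on the fluorescence ratio of max minus min over baseline; more negative score means more quench and so TMEM16A activation or potentiation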
MrgX1 antag = blocks BAM8-22 activation of human MrgX1 receptor; Q96LB2; MRGX1-HEK293 calcium flux, Fluo-4, BAM8-22 antagonism; active compounds read low; B-score at 10 µM; 310,000 tested, 1.3% active; AID 588676;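 active = calcium-response B-score plate-corrected more than 3 library SD below zero, starting fluorescence within 5 deviations, no agonist response on first addition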;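 note: peak minus trough fluorescence over baseline after final BAM8-22 challenge near maximal dose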
Target sequence (Q96LB2 whole entry, looked up): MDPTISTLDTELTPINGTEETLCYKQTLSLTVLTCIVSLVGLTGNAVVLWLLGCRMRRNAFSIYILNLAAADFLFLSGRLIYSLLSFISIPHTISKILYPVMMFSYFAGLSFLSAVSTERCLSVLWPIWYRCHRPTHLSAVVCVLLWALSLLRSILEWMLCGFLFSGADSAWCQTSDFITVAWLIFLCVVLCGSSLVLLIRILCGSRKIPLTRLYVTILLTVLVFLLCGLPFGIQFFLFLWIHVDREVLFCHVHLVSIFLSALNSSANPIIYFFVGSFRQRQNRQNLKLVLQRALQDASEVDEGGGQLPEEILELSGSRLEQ
RGS4 inh = human RGS4 inhibition. P49798. HEK293 M3R/RGS4 inducible, Fluo-4 calcium flux; active compounds read high; triggered by carbachol at its EC20. B-score at 10 µM. 310,000 tested, 0.45% active. AID 463165;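 active = B-score, a plate-corrected calcium signal, over three deviations above library mean, with baseline fluorescence within five deviations of library mean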;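 note: RGS4 expression induced by doxycycline in cells with stable M3 receptor; B-score is computed from the integrated fluorescence ratio over baseline after carbachol; higher B-score means a larger calcium signal and so more RGS4 inhibition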
Target sequence (P49798 whole entry, looked up): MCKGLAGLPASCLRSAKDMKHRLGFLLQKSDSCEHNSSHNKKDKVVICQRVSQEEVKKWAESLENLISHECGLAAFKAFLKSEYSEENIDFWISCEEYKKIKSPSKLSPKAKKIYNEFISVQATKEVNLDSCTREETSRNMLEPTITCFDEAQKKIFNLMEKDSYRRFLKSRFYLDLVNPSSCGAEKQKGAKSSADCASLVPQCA
TRPC4 act = opens the mouse TRPC4 cation channel; HEK293 TRPC4beta/mu-opioid, Fluo4 calcium fluorescence; active compounds read high; B-score at 10 µM; 310,000 tested, 0.49% active; AID 2237;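 active = B-score above 5 SD of library B-scores, and initial fluorescence ratio not above library mean plus 5 SD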;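 note: positive B-score marks a calcium rise read as TRPC4 activation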
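System – HEK293 cells stably co-expressing mouse TRPC4beta and mu-opioid receptor · Signal – Fluo4 calcium-sensitive dye fluorescence, kinetic, 1 Hz baseline · Benchmarks – buffer (low) and maximal DAMGO (high) · Read-out – B score of integrated fluorescence ratio per well · Incubation – dye loading 45 min room temperature, 110 s kinetic read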
MrgX1 PAM = allosterically activates human MrgX1 receptor signaling | Q96LB2 | MrgX1-HEK293, Fluo-4 calcium flux, FDSS; active compounds read high | B-score at 10 µM | 310,000 tested, 0.63% active | AID 588675;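 active = plate-corrected calcium response at least 3 library SD above typical, normal starting fluorescence, not activating the receptor alone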;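 note: compound read alongside a low EC10 to EC30 dose of BAM8-22 agonist; peak minus trough fluorescence over baseline measured at the second addition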
MrgX1 agonist = agonists of human MrgX1 receptor | 310,000 tested, 0.44% active | B-score at 10 µM | MrgX1-HEK293 cells, Fluo-4 calcium fluorescence, agonist mode; active compounds read high;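 active = calcium response B-score plate-corrected fluorescence ratio at least 3 library SD, with starting fluorescence B-score inside 5 SD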
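Test system: HEK293 cells stably expressing human MrgX1 receptor; amount: 15,000 cells per well; doses: compound delivered in addition one of three; times: overnight plating before 1 h dye loading; detection: Fluo-4 NW calcium-flux fluorescence, kinetic read; read-out basis: B-scored fluorescence response ratio; controls: positive and negative controls per plate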
TRPC4 PAM = allosterically enhances the mouse TRPC4 cation channel. HEK293 TRPC4beta/mu-opioid, DAMGO EC20, Fluo-4 Ca2+ flux; active compounds read high. B-score at 10 µM. 310,000 tested, 0.42% active. Q9QUQ5;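 active = B-score of calcium response area above 5 SD of library B-scores, with initial fluorescence ratio within 5 SD of library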;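 note: B-score of integrated fluorescence ratio over time as area under calcium response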
TMEM16A inh = inhibitors of mouse TMEM16A calcium-activated chloride channel. HEK293 TMEM16A/YFP iodide influx fluorescence, ionomycin. normalized B-score (activity score, 25-100; higher = stronger inhibition) at 10 µM. Q8BHY3. 310,000 tested, 1.2% active;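 active = ratio plate-corrected score three or more library SD toward inhibition, starting fluorescence score within five deviations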;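 note: score derived from kinetic fluorescence span divided by baseline fluorescence per well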
Active calls of the source: *; i = inactive; nt = no result given. A portion of the library; rates above refer to the full screens.

SMILES | TRPC4 inh | TRPC6 inhibitor | TRPC6 act | ANO1 activ | MrgX1 antag | RGS4 inh | TRPC4 act | MrgX1 PAM | MrgX1 agonist | TRPC4 PAM | TMEM16A inh
O=C1c2ccccc2C(=O)N1Cc1nc2ccccc2c(=O)n1-c1ccc(Br)cn1 | i | i | i | i | i | i | i | i | i | i | i
CC(=NCc1cccnc1)c1c(O)n(-c2ccccc2)c(=O)[nH]c1=O | i | i | i | i | i | i | i | i | i | i | i
CCOC(=O)c1c(-n2c(C)cc(C=C3C(=O)NC(=S)NC3=O)c2C)sc2c1CCCC2 | i | i | i | i | i | i | i | i | 28.3* | i | i
CC(C)(C)c1ccc(C(=O)C2CCCN(Cc3ccon3)C2)cc1 (configuration not stated) | i | i | i | i | i | i | i | i | i | i | i
COc1ccc(OP(=O)(Nc2ccccc2)Nc2ccccc2)cc1 | i | i | i | i | i | i | i | i | i | i | i
CN1[C@@H]2CC[C@H]1CC(OC(=O)C(CO)c1ccccc1)C2 (some centres not stated) | i | -6.94* | i | i | i | i | i | i | i | i | i
O=C1CCCC2=C1C(c1cccnc1)Nc1ccccc1N2 (configuration not stated) | i | i | i | i | i | i | i | i | i | i | i
Cc1nc2ncnn2c(C)c1CCC(=O)N1CCC2(CC1)OCCO2 | i | i | i | i | i | i | i | i | i | i | i
CC(=O)OC[C@]12CCC(C)=C[C@H]1O[C@@H]1[C@H](O)[C@@H](OC(C)=O)[C@@]2(C)[C@]12CO2 | nt | nt | nt | i | i | nt | nt | i | i | nt | i
CCCCOC(=O)C1=C(N)OC2=C(C(=O)CCC2)[C@]12C(=O)Nc1ccccc12 | i | i | i | i | i | i | i | i | i | i | i
N=Cc1c(O)n(-c2ccc(C34CC5CC(CC(C5)C3)C4)cc2)c(=O)[nH]c1=O | i | i | i | i | i | i | i | i | i | i | i
NCCc1c[nH]c2ccc(O)cc12 | i | i | i | i | i | i | i | i | i | i | i
CC(Cc1ccccc1)NC(=O)CN1CCCC1=O (configuration not stated) | i | i | i | i | i | i | i | i | i | i | i
COc1cc2ccc(=O)oc2c2ccoc12 | i | i | i | i | i | i | i | i | i | i | i
Cc1ccc(CN2CCCC(C(=O)c3ccc4c(c3)OCO4)C2)cc1C (configuration not stated) | i | i | i | i | i | i | i | i | i | i | i
CCC(=NCCCO)c1c(O)n(-c2ccc(OC)cc2)c(=O)[nH]c1=O | i | i | i | i | i | i | i | i | i | i | i
CCC(C)NC(=O)c1c(N)n(CCCOC)c2nc3ccccc3nc12 (configuration not stated) | i | i | i | i | i | i | i | i | i | i | i
CC1=C(C(=O)O)N2C(=O)[C@@H](NC(=O)CCCC(=O)O)[C@H]2SC1 | i | i | i | i | i | i | i | i | i | i | i
Cc1ccc2c(c1)C1CN(C)CCC1N2C(=O)Cn1nnc(-c2ccccc2F)n1 (configuration not stated) | i | i | i | i | i | i | i | i | i | i | i
CCOc1ccc(N2C(=O)NC(=O)/C(=C/c3cnc(SC)nc3)C2=O)cc1 | i | i | i | i | i | i | i | i | i | i | i
C=CCn1c(O)c(/C(C)=N/N2CCCCC2)c(=O)[nH]c1=O | i | i | i | i | i | i | i | i | i | i | i
Cc1cc(OCC(=O)N[C@@H](Cc2ccccc2)C(=O)O)c2c3c(c(=O)oc2c1)CCCC3 | i | i | i | i | i | i | i | i | i | i | i
O=C(Cc1ccccc1)N1CCN(Cc2ccc([N+](=O)[O-])cc2)CC1 | i | i | i | i | i | i | i | i | i | i | i
CCC(=NCc1cccnc1)c1c(O)n(-c2ccc(Cl)cc2)c(=O)[nH]c1=O | i | i | i | i | i | i | i | i | i | i | i
COc1ccc(-n2c(O)c(/C(C)=N/N3CCCCCC3)c(=O)[nH]c2=O)cc1 | i | i | i | i | i | i | i | i | i | i | i

The list continues.
SMILES | TRPC4 inh | TRPC6 inhibitor | TRPC6 act | ANO1 activ | MrgX1 antag | RGS4 inh | TRPC4 act | MrgX1 PAM | MrgX1 agonist | TRPC4 PAM | TMEM16A inh
CC(Cc1ccccc1)[n+]1cc(/N=C(\[O-])N(C)C)on1 (configuration not stated) | i | i | i | i | i | i | i | i | i | i | i
COC(=O)c1cc(C(O)(C(=O)OC)C(F)(F)F)c(/N=C/N(C)C)s1 (configuration not stated) | i | i | i | i | i | i | i | i | i | i | i
Cc1cc2ccccc2c(=O)n1CC(=O)NCC(=O)N1CCC2(CC1)OCCO2 | i | i | i | i | i | i | i | i | i | i | i
CCn1c(O)c(/C=N/N2CCOCC2)c(=O)n(CC)c1=S | i | i | i | i | i | i | i | i | i | i | i
Cc1ccccc1N1C(=O)CC(=O)N(c2ccccc2C)C1=O | i | i | i | i | i | i | i | i | i | i | i
CC1(c2ccc(Cl)cc2Cl)OCC(Cn2cncn2)O1 (configuration not stated) | i | i | i | i | i | i | i | i | i | i | i
CN1CC(C#N)C2(O)c3ccccc3CCC2C1 (configuration not stated) | i | i | i | i | i | i | i | i | i | i | i
COC(=O)C1=CO[C@@H](C)[C@@H]2CN3CC[C@]4(C(=O)Nc5ccccc54)[C@@H]3C[C@H]12 | i | i | i | i | i | i | i | i | i | i | i
COc1ccc2c(c1)C13CCCC[C@@H]1C(C2)N(C)CC3 (some centres not stated) | i | i | i | i | i | i | i | i | i | i | i
O=C(/C=C/C=C/c1ccccc1)CC1(O)C(=O)Nc2ccccc21 (configuration not stated) | i | i | i | i | i | i | i | i | i | i | i
C=C1[C@@H](C)[C@H]2[C@H](Cc3ccccc3)NC(=O)[C@]23OC(=O)/C=C/[C@H](O)CCC[C@@H](C)C/C=C/[C@H]3[C@@H]1O | i | i | i | i | i | i | i | i | i | i | i
C=CCn1c(C)c(C=C2C(=O)NC(=O)NC2=O)c2ccccc21 | i | i | i | i | i | i | i | i | 39.2* | i | i
Cc1c(C(=O)O)cccc1-n1c(C)cc(/C=C2\C(=O)NC(=O)N(c3ccc4c(c3)OCO4)C2=O)c1C | i | i | i | i | i | i | i | i | i | i | i
CSc1ccc(C(=O)C2CCCN(Cc3ccn[nH]3)C2)cc1 (configuration not stated) | i | i | i | i | i | i | 52* | i | i | i | i
COc1cc2c(cc1OC)[C@@]13CCN4CC5=CCO[C@H]6CC(=O)N2[C@H]1[C@H]6[C@H]5C[C@H]43 | i | i | i | i | i | i | i | i | i | i | i
N[C@@H](Cc1c[nH]c2ccccc12)c1nnc(SCc2ccc(F)cc2)o1 | i | i | i | i | nt | i | i | nt | nt | i | nt
CC(C)Cn1cc(C(=O)N2CCC3(CC2)OCCO3)c2c3ccccc3n(C)c2c1=O | i | i | i | i | i | i | i | i | i | i | i
N#CCCn1cc(C(=O)O)c(-c2cccc([N+](=O)[O-])c2)n1 | i | i | i | i | i | i | i | i | i | i | i
C[N+](C)(C)CC#CCN1CCCC1=O | i | -5.94* | i | -7.93* | i | i | 86* | i | i | i | i
O=C1NC(=O)N(CCc2ccc(F)cc2)C(=O)/C1=C/c1ccco1 | i | i | i | i | i | i | i | i | i | i | i
C/C(CC(c1ccccc1)c1c(O)c2ccccc2oc1=O)=N\NC(N)=S (configuration not stated) | i | i | i | i | i | i | i | i | i | i | i
CCC(=NCC1CCCO1)c1c(O)n(-c2ccccc2)c(=O)[nH]c1=O (configuration not stated) | i | i | i | i | i | i | i | i | i | i | i
Cc1ccc(S(=O)(=O)N(C)CCCC(=O)N2CCN(c3ccccn3)CC2)cc1 | i | i | i | i | i | i | i | i | i | i | i
O=c1cccc2n1CC1CC2CN(Cc2cccc(Cl)c2Cl)C1 (configuration not stated) | i | i | i | i | i | i | i | i | i | i | i
O=C([O-])c1ccc(-[n+]2c(-c3ccccc3)cc(-c3ccccc3)cc2-c2ccccc2)cc1 | i | i | i | i | i | i | i | i | i | i | i

New compounds follow
SMILES | TRPC4 inh | TRPC6 inhibitor | TRPC6 act | ANO1 activ | MrgX1 antag | RGS4 inh | TRPC4 act | MrgX1 PAM | MrgX1 agonist | TRPC4 PAM | TMEM16A inh
COc1cc2occc2c2oc(=O)ccc12 | i | i | i | i | i | i | i | i | i | i | i
COc1cccc(CNCCc2c[nH]c3ccccc23)c1OC | i | i | i | i | i | i | i | i | i | i | i
COc1cc(CNCCc2ccc3c(c2)OCO3)ccc1O | i | i | i | i | i | i | i | i | i | i | i
FC(F)(F)c1ccc2c(c1)ncn2C1CCN(Cc2nnnn2C2CCCCC2)CC1 | i | i | i | i | i | i | i | i | i | i | i
O=C1NC(=S)N(c2ccc(F)cc2)C(=O)/C1=C/c1ccccc1O | i | i | i | i | i | i | i | i | i | i | i
Nc1ccc(N2CCN(Cc3ccccc3Cl)CC2)c(Cl)c1 | i | i | i | i | i | i | i | i | i | i | i
COc1ccc(-n2c(O)c(C(C)=NCCN3CCNCC3)c(=O)[nH]c2=O)cc1 | i | i | i | i | i | i | i | i | i | i | i
C[n+]1ccc(-c2cc[n+](C)cc2)cc1 | nt | nt | nt | i | i | nt | nt | i | i | nt | i
O=c1[nH]c(=O)n(Cc2ccc(F)cc2)c(O)c1C=Nc1ccc(Cl)cc1 | i | i | i | i | i | i | i | i | i | i | i
CN(C)[C@@H]1C(=O)C(C(N)=O)=C(O)[C@@]2(O)C(=O)C3=C(O)c4c(O)cccc4[C@@](C)(O)C3C[C@@H]12 (some centres not stated) | i | i | i | i | i | i | i | i | i | i | i
CCc1nc2ccc(Br)cc2c(=O)n1-c1ccccc1C(F)(F)F | i | i | i | i | i | i | i | i | i | i | i
Oc1cccc2cccnc12 | i | i | i | nt | i | i | i | i | i | i | i
COc1ccc(C(=O)OC2C[C@H]3CC[C@H](C2)N3C)cc1OC (some centres not stated) | nt | nt | nt | i | i | nt | nt | i | i | nt | i
COc1ccc(-c2nn(CCC#N)cc2C(=O)Nc2cccc([N+](=O)[O-])c2)cc1OC | i | i | i | i | i | i | i | i | i | i | i
COCCNC(=O)Cn1cc(/C=C2\C(=O)NC(=O)N(c3cccc(C)c3C)C2=O)c2ccccc21 | i | i | i | i | i | i | i | i | i | i | i
CC1=CC(C)C(COC(N)=O)(COC(N)=O)C(C)C1 (configuration not stated) | i | i | i | i | i | i | i | i | i | i | i
